# Bioassay records (PubChem BioAssay)
# Eya2 inh: qHTS Assay for Inhibitors of the Phosphatase Activity of Eya2; recombinant Eya2, OMFP fluorescence dephosphorylation (OMFP is methylfluorescein phosphate); Potency, µM (top dose mostly 76.9 µM), for the others: at the top dose activity, negative = inhibition, usual class: inhibitors; Protein phosphatase EYA2 (Homo sapiens), O00167; actives 0.006% (n = 330,000); further: potency means the concentration at half of the fitted maximal effect; on the % scale 0 is the no-effect control and ±100 the full control effect
#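 Eya2 (0.2 uM) preincubated 10 min at ambient with compound, then OMFP substrate added at 50 uM; 10 min reaction in 50 mM HEPES pH 7.5, 50 mM NaCl, 5 uM MgCl2, 0.05% BSA, 1 mM DTT. Fluorescence read at Ex 485/Em 525 nm.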
# ELG1 repair inh: qHTS screen for small molecules that inhibit ELG1-dependent DNA repair in human embryonic kidney (HEK293T) cells expressing luciferase-tagged ELG1; AID 504467, 2011; Potency, µM (titrated, usually from 46.1 µM), for the others: at the top dose activity change, negative = inhibition, hits mostly inhibitors; actives 2.3% (n = 330,000); HEK293T ELG1-luciferase reporter, luminescence, 16 h; DNA damage induced by 5-fluorouridine; further: potency means the concentration at half of the fitted maximal effect; on the % scale 0 is the no-effect control and ±100 the full control effect; nearly all actives have a fitted effect of over 55% in size
#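 Quantitative HTS, concentration-response format. 2,000 cells/well co-treated with 5-fluorouridine and compound, 16 hr in 5% CO2 at 37 °C; ONE-Glo luminescence read after 30 min.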
# TCR activator: Activators of T cell receptors: qHTS campaign; primary human leukocytes, anti-CD3, IL-2 HTRF, 48 h; Potency, µM (titrated, usually from 9.22 µM), inactives show top-dose activation of IL-2 secretion, actives largely listed as activators; 330,000 tested, under 10 active; AID 504894, 2011; further: % of control where 0% means no effect
#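 48 hr co-incubation of compounds, a-CD3 beads and primary human leukocytes; IL-2 quantified homogeneously by HTRF with anti-IL-2 K and d2 conjugates.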
# USP2a inh: qHTS Assay for Inhibitors of Ubiquitin-specific Protease USP2a Using CHOP2 as the Reporter. Ubiquitin carboxyl-terminal hydrolase 2 (Homo sapiens), O75604. USP2 core, Ub-CHOP2 coupled fluorogenic reporter, 485/531. Potency, µM (titrated, usually from 38.3 µM), without a hit: top-dose activity change, negative = inhibition, usual class: inhibitors. actives 0.01% (n = 330,000);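 further: potency means the concentration at half of the fitted maximal effect; plate controls were DMSO wells for no effect and full inhibition by NEM control for full effect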
#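 Cell-free coupled assay: 10nM USP2 core preincubated 30min RT with compound in Tris-HCl pH 8.0/CaCl2/CHAPS buffer, then 25nM Ub-CHOP2 and 25nM reporter substrate; fluorescence (Ex 485/Em 531) read after 60min RT, normalized to NEM inhibition, concentration-response curves fitted.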
# TRPV1 agonist: HTS Assay for Compounds that Act as Agonists of the Vanilloid Receptor 1; activation, % at 8.33 µM; actives 0.19% (n = 320,000); TRPV1-expressing cells, Fluo-8 calcium influx, agonist mode; Transient receptor potential cation channel subfamily V member 1 (Homo sapiens), Q8NER1; AID 540275, 2011; in the data active means activation above about 80%; inconclusive means between about 30% and that limit; further: 0% is about no effect
#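 Fluo-8 calcium influx in TRPV1-expressing cells, kinetic read (ex 480/em 520 nm). Compound added and read 3 min for agonist activity, followed by capsaicin at EC20 final and 2 min further read for enhancement.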
# AT treatment: qHTS Assay for Identifying a Potential Treatment of Ataxia-Telangiectasia | Potency, µM (series often up to 57.5 µM), without a hit: top-dose activation, usual class: activators | actives 0.19% (n = 320,000) | AID 485349, 2010 | […] A-T fibroblasts, KAP-1 phosphorylation AlphaLISA; neocarzinostatin DNA damage 30 min before lysis; further: potency means the concentration at half of the fitted maximal effect; % of control where 0% means no effect; nearly all actives have a fitted effect of over 45% in size
#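 hTERT-immortalized A-T patient fibroblasts ([…]), 500 cells/well in OPTI-MEM, 1% FBS, got compounds for 60 min, then NCS for 30 min at 37C. Lysates were then assayed for phospho-KAP-1 by AlphaLISA (anti-pKAP1 donor, anti-KAP1 acceptor beads), 6 hr at 25C.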
# TSHR antagonist: Antagonists of the Thyroid Stimulating Hormone Receptor: HTS campaign; AID 504810, 2011; TSHR-expressing cells, TSH-stimulated cAMP HTRF, 2 h; hits give low values; Thyrotropin receptor (Homo sapiens), P16473; actives 0.2% (n = 330,000); activity change, negative = inhibition, % at 11.5 µM;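 active means activity change below a set negative limit, meaning inhibition stronger than a set level, cut at about -70% in these data; inconclusive means activity change between two set negative limits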; further: on the % scale 0 is the no-effect control and ±100 the full control effect
#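 Antagonism was scored as loss of TSH-driven cAMP in TSHR cells, stimulated with 4nM TSH (EC80) for 2 hours at 37 deg C and detected by homogeneous HTRF competition immunoassay.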
# Mito fusion act: qHTS Assay for Small Molecule Inhibitors of Mitochondrial Division or Activators of Mitochondrial Fusion; S. cerevisiae fusion-defective mutant growth rescue, CellTiterGlo 48 h; actives 0.23% (n = 320,000); Potency, µM (titrated, usually from 46.1 µM), without a hit: at the top dose growth rescue (activation), most hits filed as activators;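 further: potency means the concentration at half of the fitted maximal effect; % of control where 0% means no effect; nearly all actives have a fitted effect of over 45% in size; temperature-sensitive fusion mutants such as fzo1-1 at 37 °C on non-fermentable ethanol glycerol medium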
#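 Growth-rescue viability read-out: after 48 h at the non-permissive 37C in glycerol/ethanol YPEG, yeast mitochondrial fusion mutants are measured by CellTiterGlo luminescence; compounds (23 nl pinned per well) restoring growth score as division inhibitors or fusion activators.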
# KCNH2 3.1 block: qHTS for Inhibitors of KCHN2 3.1: Mutant qHTS. U2OS KCNH2 3.1, thallium flux FluxOr; hits give low values. actives 0.95% (n = 340,000). activity change, % (tested at about 1.8 µM). AID 720553, 2013;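 active means maximum activity change below -70%; inconclusive means maximum activity change from -70% to -50%; inactive means maximum activity change above -50%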;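 further: thallium influx rate constant from kinetic fluorescence after stimulation buffer; on the % scale 0 is the no-effect control and ±100 the full control effect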
#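 Normalized rate constant (relative to positive and negative DMSO controls) derived from a 2 min kinetic fluorescence read after stimulation; U2OS cells expressing the 3.1 isoform via virus at 1.77 x 10^8 /mL.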
# KCNH2 WT inh: qHTS for Inhibitors of KCHN2 3.1: Wildtype qHTS. Voltage-gated inwardly rectifying potassium channel KCNH2 (Homo sapiens), Q12809. U2OS, BacMam KCNH2, thallium flux FluxOr; hits give low values. activity change, % at 1.84 µM. actives 0.37% (n = 340,000). AID 720551, 2013;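 active means maximum activity change below -70%; inconclusive means maximum activity change between -70% and -50%; inactive means maximum activity change above -50%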; further: on the % scale 0 is the no-effect control and ±100 the full control effect
# Target sequence (Q12809 whole entry, looked up): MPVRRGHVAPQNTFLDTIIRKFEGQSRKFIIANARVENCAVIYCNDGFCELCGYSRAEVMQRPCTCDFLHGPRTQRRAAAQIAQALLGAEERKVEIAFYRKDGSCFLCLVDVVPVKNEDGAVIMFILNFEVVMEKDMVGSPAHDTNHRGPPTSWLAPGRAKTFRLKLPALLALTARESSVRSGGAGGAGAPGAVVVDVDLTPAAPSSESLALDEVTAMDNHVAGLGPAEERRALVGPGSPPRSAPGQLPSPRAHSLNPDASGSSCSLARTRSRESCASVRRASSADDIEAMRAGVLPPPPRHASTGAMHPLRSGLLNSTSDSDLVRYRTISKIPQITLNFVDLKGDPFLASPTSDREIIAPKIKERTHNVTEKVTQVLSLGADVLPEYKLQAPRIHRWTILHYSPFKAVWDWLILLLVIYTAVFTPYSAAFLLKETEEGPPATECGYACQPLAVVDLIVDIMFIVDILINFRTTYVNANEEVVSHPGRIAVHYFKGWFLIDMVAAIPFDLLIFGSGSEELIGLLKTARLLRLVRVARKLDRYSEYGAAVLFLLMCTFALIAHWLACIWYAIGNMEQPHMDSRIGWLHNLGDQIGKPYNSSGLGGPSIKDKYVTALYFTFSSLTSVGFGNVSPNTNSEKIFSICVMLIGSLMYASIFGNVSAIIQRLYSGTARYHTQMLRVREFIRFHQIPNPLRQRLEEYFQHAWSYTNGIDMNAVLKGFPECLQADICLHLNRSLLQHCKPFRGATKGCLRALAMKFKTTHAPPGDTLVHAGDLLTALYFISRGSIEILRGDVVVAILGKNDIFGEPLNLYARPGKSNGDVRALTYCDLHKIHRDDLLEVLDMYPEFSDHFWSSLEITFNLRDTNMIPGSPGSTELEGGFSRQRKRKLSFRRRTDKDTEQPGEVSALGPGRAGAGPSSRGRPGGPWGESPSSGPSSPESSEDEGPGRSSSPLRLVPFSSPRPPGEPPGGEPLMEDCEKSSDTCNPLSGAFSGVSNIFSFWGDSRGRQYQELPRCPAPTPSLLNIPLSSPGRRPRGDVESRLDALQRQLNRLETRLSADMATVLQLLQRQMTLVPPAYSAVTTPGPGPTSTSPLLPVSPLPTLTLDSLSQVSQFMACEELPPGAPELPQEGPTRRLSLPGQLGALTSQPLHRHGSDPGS
#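 U2OS cells transduced with wild-type KCNH2 virus are loaded with FluxOr dye for 45 min, and thallium flux is measured in kinetic reads before and after stimulation buffer. Rate constants are normalized to DMSO controls.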
# * = called active by the depositor; ? = inconclusive; · = no result given; [ ] = another dose, or the depositor's remark. Unless noted, the call rests on the fitted dose curve; in most records, active means well fitted curve in the direction sought with a large enough effect; inconclusive means small, poorly fitted or top-dose-only effect, or another doubt; inactive means no such curve, though single readings can be large; an effect the other way counts as inactive or inconclusive. An excerpt; rates above refer to the full screens.
# The first 5 records as a preview:
nr	mol	Eya2 inh	ELG1 repair inh	TCR activator	USP2a inh	TRPV1 agonist
1	O=C1C2CCCCC2C(=O)N1c1ccc(NC2CCN(Cc3ccccc3)CC2)c([N+](=O)[O-])c1 (stereo not drawn)	0%	1%	-1%	0%	2
2	CCCCOC(=O)Cn1c2ccc(OC)cc2c2nc3ccccc3nc21	-23%	?	-14%	2%	5
3	COc1cc(CNC2CCCCCCC2)cc(Cl)c1OCC(N)=O	-1%	-12%	-5%	0%	-6
4	O=C(NC1CCCCC1)N(CCN1CCOCC1)Cc1cc2cc3c(cc2[nH]c1=O)OCCO3	11%	?	2%	1%	-1
5	COc1ccc(C(CNC(=O)c2cccnc2SC)N2CCOCC2)cc1 (stereo not drawn)	15%	3%	-4%	0%	-3

nr	AT treatment	TSHR antagonist	Mito fusion act	KCNH2 3.1 block	KCNH2 WT inh
1	-6%	-3	-8%	-1	7
2	1%	-5	-1%	-2	-17
3	4%	14	-1%	11	5
4	2%	-5	3%	12	-18
5	1%	6	4%	-10	-2

# Main list, repeating the preview:
nr	mol	Eya2 inh	ELG1 repair inh	TCR activator	USP2a inh	TRPV1 agonist
1	O=C1C2CCCCC2C(=O)N1c1ccc(NC2CCN(Cc3ccccc3)CC2)c([N+](=O)[O-])c1 (stereo not drawn)	0%	1%	-1%	0%	2
2	CCCCOC(=O)Cn1c2ccc(OC)cc2c2nc3ccccc3nc21	-23%	?	-14%	2%	5
3	COc1cc(CNC2CCCCCCC2)cc(Cl)c1OCC(N)=O	-1%	-12%	-5%	0%	-6
4	O=C(NC1CCCCC1)N(CCN1CCOCC1)Cc1cc2cc3c(cc2[nH]c1=O)OCCO3	11%	?	2%	1%	-1
5	COc1ccc(C(CNC(=O)c2cccnc2SC)N2CCOCC2)cc1 (stereo not drawn)	15%	3%	-4%	0%	-3
6	CC1CCCN(c2nc3ccccc3nc2C(C#N)S(=O)(=O)c2ccccc2)C1 (stereo not drawn)	18%	1%	9%	7%	3
7	CCn1c(SCC(N)=O)nc2cc(S(=O)(=O)N3CCOCC3)ccc21	-10%	8%	-1%	-4%	2
8	COc1cc2c(cc1NC(=O)COCC(=O)O)oc1ccccc12	-12%	4%	-3%	4%	1

nr	AT treatment	TSHR antagonist	Mito fusion act	KCNH2 3.1 block	KCNH2 WT inh
1	-6%	-3	-8%	-1	7
2	1%	-5	-1%	-2	-17
3	4%	14	-1%	11	5
4	2%	-5	3%	12	-18
5	1%	6	4%	-10	-2
6	1%	-30	3%	-7	-2
7	-1%	5	-1%	-2	2
8	-6%	-5	9%	10	0

# Next part
nr	mol	Eya2 inh	ELG1 repair inh	TCR activator	USP2a inh	TRPV1 agonist
9	COc1cc(COCC(O)CN2C(C)CCCC2C)cc(OC)c1OC (stereo not drawn)	2%	5%	-4%	-1%	1
10	CS(=O)(=O)N1CCN(C(=O)Cc2ccc(Br)cc2)CC1	7%	-1%	5%	0%	4
11	COc1ccc(/C=C2\SC(=S)N(CC(=O)OCC(=O)Nc3cc(Cl)cc(Cl)c3)C2=O)cc1	-1%	21%	-3%	0%	0
12	O=C(Nc1ccc(N2CCOCC2)cc1)c1cccc(S(=O)(=O)N2CCCCC2)c1	-5%	16µM*	-4%	0%	-5
13	CCCCc1cc(=O)oc2cc(OCC(=O)NC3CCN(Cc4ccccc4)CC3)ccc12	2%	?	-8%	2%	3
14	O=C(O)c1ccc(N/N=C/c2cc3ccccc3nc2Cl)cc1	12%	?	-10%	1%	-2
15	COc1cccc(OC)c1C(=O)N=c1sc2cc(S(C)(=O)=O)ccc2n1C	-7%	1%	-3%	4%	0
16	COc1cc(NC(=O)COc2ccc(-n3ccnc3)cc2)cc(OC)c1	4%	?	-2%	1%	0

nr	AT treatment	TSHR antagonist	Mito fusion act	KCNH2 3.1 block	KCNH2 WT inh
9	0%	-7	4%	1	-4
10	2%	-4	1%	-1	1
11	1%	-4	-1%	2	-11
12	-4%	-13	-2%	0	-4
13	8%	-1	14%	-39	-8
14	11%	-10	5%	-20	1
15	4%	5	4%	12	6
16	2%	-4	3%	21	10

# (continued)
nr	mol	Eya2 inh	ELG1 repair inh	TCR activator	USP2a inh	TRPV1 agonist
17	CC(=O)N1CCC(N(CCN2CCOCC2)C(=S)Nc2ccccc2C)CC1	0%	-1%	-5%	2%	-3
18	COc1c(N)c2ccccc2[nH]c1=O	-16%	?	2%	-1%	0
19	O=C(Nc1ccc2c(c1)OCO2)c1cc2ncc(Br)cn2n1	-21%	15%	-4%	-1%	?
20	O=C(NNC(=O)c1ccc(Br)s1)c1cccc(Cl)c1	8%	?	·	-1%	26
21	COc1ccc(C(=O)N2CCc3[nH]nc(-c4ccccc4)c3C2)cc1	1%	0%	3%	0%	0
22	Cc1nc2c(c(=O)n1Cc1ccccc1Cl)c1nc3ccccc3nc1n2Cc1ccco1	34%	0%	·	-8%	-2
23	CCCOc1ccc(C2=CSC3=NCCN23)cc1Cl	6%	5%	-8%	-1%	3
24	CCNC(=O)c1cccc(S(=O)(=O)N2CCCCCC2)c1	8%	-6%	-2%[46.1 µM]	2%	4

nr	AT treatment	TSHR antagonist	Mito fusion act	KCNH2 3.1 block	KCNH2 WT inh
17	1%	-5	-2%	2	28
18	-4%	10	-8%	3	-7
19	-9%	-11	-5%	1	?
20	-3%	0	8%	-4	6
21	-3%	12	30%	-6	-1
22	12%	-7	9%	·	·
23	-7%	11	-41%[inhibitor]	14	13
24	2%	21	-26%	5	-5

# Going on with the list.
nr	mol	Eya2 inh	ELG1 repair inh	TCR activator	USP2a inh	TRPV1 agonist
25	Cc1c(NC(=O)COC(=O)c2cc(-c3cccc4ccccc34)nc3ccccc23)c(=O)n(-c2ccccc2)n1C	0%	?	3%[46.1 µM]	3%	-3
26	c1ccc(CCc2nn3c(Cn4cnc5ccccc54)nnc3s2)cc1	-1%	-17%	4%	0%	10
27	c1ccc(-c2oc3ncnc(N4CCOCC4)c3c2-c2ccccc2)cc1	0%	2%	·	2%	3
28	COC(=O)/C=C(\C)N=Nc1c(O)[nH]c2ccccc12	-14%	?	3%	1%	7
29	COc1ccc(NC(=O)CN(C)C(=O)c2ccc3c(c2)NC(=O)CS3)cc1	-17%	9%	-1%	1%	-2
30	Cc1ccc(-n2nc(C)c3c2OC(N)=C(C#N)C3c2ccco2)cc1 (stereo not drawn)	0%	?	2%	4%	0
31	CCOc1ccc(C(C)NC(=O)C2CCC2)cc1 (stereo not drawn)	-18%	11%	-54%[inhibitor][46.1 µM]	-3%	22
32	O=C(CN1C(=O)NC2NC(=O)NC21)NN=C1CCCC1 (stereo not drawn)	0%	2%	-3%[46.1 µM]	5%	6

nr	AT treatment	TSHR antagonist	Mito fusion act	KCNH2 3.1 block	KCNH2 WT inh
25	-6%	1	0%	-18	12
26	-5%	2	-1%	8	-7
27	5%	1	12%	·	·
28	9%	0	12%	3	1
29	0%	17	-5%	-11	-5
30	-5%	10	-2%	-2	5
31	12%	5	4%	5	2
32	-9%	3	2%	16	1

# New compounds follow.
nr	mol	Eya2 inh	ELG1 repair inh	TCR activator	USP2a inh	TRPV1 agonist
33	CC(C)(C)NC(=O)COc1ccc(CNCCc2ccccc2)cc1	-2%	-14%	0%	-5%	2
34	COc1cc(/C=N/NC(=O)CCC(=O)Nc2ccc(C)cc2)ccc1O	-6%	13%	-3%	-1%	-4
35	O=C(C(=O)N1CCCc2ccccc21)c1cn(CC(=O)N2CCOCC2)c2ccccc12	6%	2%	-8%	2%	2
36	COc1ccc2c3n([n+]([O-])c2c1)CCN=C3c1ccc(Cl)cc1	-19%	?	-3%	1%	-1
37	COc1ccc(CNC(=O)CCCCCNc2nc(=S)[nH]c3ccccc23)cc1	15%	?	6%	-6%	-1
38	CS(=O)(=O)N(CC(=O)Nc1ccc2c(c1)OCO2)Cc1ccc(Cl)cc1	-19%	14%	-18%	0%	5
39	Cn1c(Nc2ccccc2)nc2ccccc21	2%	?	7%	0%	-3

nr	AT treatment	TSHR antagonist	Mito fusion act	KCNH2 3.1 block	KCNH2 WT inh
33	6%	-4	-4%	10	-9
34	-4%	-17	-3%	-3	1
35	1%	4	-6%	0	-3
36	11%	-10	2%	10	-21
37	5%	10	10%	-13	-3
38	6%	1	7%	5	3
39	-5%	21	-9%	12	5
